Screens deposited in PubChem BioAssay by several laboratories.
MazEF act = activators of E. coli MazEF toxin-antitoxin RNase; P0AE70; FAM/BHQ RNA-DNA oligo cleavage fluorescence, 5 h; activation, % at 20 µM; actives 0.32% (n = 350,000); AID 504720; in the data active = activation above about 50%
Target sequence (P0AE70 whole entry, looked up): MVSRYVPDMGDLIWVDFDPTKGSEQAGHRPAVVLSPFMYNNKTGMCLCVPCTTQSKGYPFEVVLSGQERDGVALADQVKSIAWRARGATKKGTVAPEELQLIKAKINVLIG
GDH-TPI inh = counter-screen for M. tuberculosis FBA inhibitors: GDH-TPI coupled enzymes; GDH-TPI coupled enzyme counterscreen, NADH absorbance; inhibition, % at 4.8 µM; actives 1.2% (n = 360,000); AID 588335; in the data active = inhibition above about 30%;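 also: 0% = DMSO wells and 100% = wells lacking the enzyme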
SARS 3CLpro inh = SARS-CoV 3CLpro protease inhibition; actives 0.14% (n = 290,000); recombinant SARS-CoV 3CLpro, quenched FRET peptide cleavage; AID 1706; P0C6X7; inhibition, % at 6 µM; in the data active = inhibition above about 12%
SSB-PriA inh = inhibitors of Klebsiella pneumoniae PriA binding to SSB C-terminal tail | AlphaScreen SSBct-PriA binding, biotinylated peptide | AID 1272365 | inhibition, % at 33 µM | actives 0.6% (n = 430,000); in the data active = inhibition mostly above about 37%, no sharp cut-off; inactive = mostly below about 20%;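 also: plate controls were negative control peptide for no effect and reference peptide for full effect; strong numbers were not always called active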
VHR inh abs = blocks human VHR1 dual specificity phosphatase; P51452; recombinant VHR phosphatase, pNPP absorbance; inhibition, % at 13.3 µM; actives 0.52% (n = 290,000); in the data active = inhibition above about 50%; also: some compounds called inactive have numbers as strong as hits
Mtb FBA inh = Mtb fructose-bisphosphate aldolase inhibition | P9WQA3 | purified M. tuberculosis FBA, fluorescence read-out | inhibition, % at 1 µM | actives 2.3% (n = 360,000); in the data active = inhibition above about 27%;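 also: 0% = vehicle and 100% = reference inhibitor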
BH1578 lux ind = induces V. cholerae light production without autoinducers; V. cholerae BH1578 lux reporter, luminescence, 6 h; actives 0.16% (n = 350,000); AID 588436; activation, % at 18.7 µM; in the data active = activation mostly above about 9.7%, no sharp cut-off; also: not every result past the cut was called active; inactives centre near 0; reference of the scale not given here
Mtb BioA inh = inhibitors of Mycobacterium tuberculosis BioA enzyme. purified M. tuberculosis BioA enzyme, plate reader. inhibition, % at 9.99 µM. actives 0.096% (n = 360,000); in the data active = inhibition above about 40%
Rv3671c protease = Rv3671c (M. tuberculosis) protease inhibition; inhibition, % at 5.96 µM; AID 2606; P9WHR9; actives 0.048% (n = 320,000); in the data active = inhibition above about 38%;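 also: extracellular domain of Rv3671c used as enzyme; 0% = enzyme with DMSO and 100% = no enzyme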
Target sequence (P9WHR9 whole entry, looked up, the tested form may be a part): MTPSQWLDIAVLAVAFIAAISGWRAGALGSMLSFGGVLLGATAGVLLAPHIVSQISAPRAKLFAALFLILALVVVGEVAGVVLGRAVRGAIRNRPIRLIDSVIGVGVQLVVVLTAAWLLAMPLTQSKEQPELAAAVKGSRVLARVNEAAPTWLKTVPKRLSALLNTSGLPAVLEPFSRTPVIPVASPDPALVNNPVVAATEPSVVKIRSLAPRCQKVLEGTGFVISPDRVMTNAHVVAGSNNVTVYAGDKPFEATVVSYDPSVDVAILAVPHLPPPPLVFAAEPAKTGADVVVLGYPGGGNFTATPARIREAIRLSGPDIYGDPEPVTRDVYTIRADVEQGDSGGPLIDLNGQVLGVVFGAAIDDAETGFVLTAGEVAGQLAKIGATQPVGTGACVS
Mtb UGM inh = inhibitors of M. tuberculosis UDP-galactopyranose mutase; purified UGM, fluorescence polarization probe displacement; AID 504406; P9WIQ1; inhibition, % at 10 µM; actives 0.06% (n = 320,000); in the data active = inhibition above about 10%, passing the limit was not always enough
Target sequence (P9WIQ1 whole entry, looked up): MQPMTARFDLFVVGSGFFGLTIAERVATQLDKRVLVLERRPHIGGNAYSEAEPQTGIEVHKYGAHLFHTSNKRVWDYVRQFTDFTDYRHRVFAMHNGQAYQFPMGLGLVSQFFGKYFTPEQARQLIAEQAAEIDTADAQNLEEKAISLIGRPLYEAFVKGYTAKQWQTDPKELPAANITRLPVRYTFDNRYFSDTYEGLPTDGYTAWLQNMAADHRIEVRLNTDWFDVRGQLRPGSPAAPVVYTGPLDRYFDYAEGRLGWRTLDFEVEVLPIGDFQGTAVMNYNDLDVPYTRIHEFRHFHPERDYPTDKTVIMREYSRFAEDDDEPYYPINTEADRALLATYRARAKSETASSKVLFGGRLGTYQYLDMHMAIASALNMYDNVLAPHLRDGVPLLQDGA
* marks the source's active call; other numbers are inactive results; i = inactive; . = no result given; & = joins results of further samples. Some of the compounds tested. The share of hits here may be higher or lower than overall.

SMILES	MazEF act	GDH-TPI inh	SARS 3CLpro inh	SSB-PriA inh	VHR inh abs	Mtb FBA inh	BH1578 lux ind	Mtb BioA inh	Rv3671c protease	Mtb UGM inh
C/C(=N\NC(=O)c1cccc(S(=O)(=O)N2CCOCC2)c1)c1ccc(C#N)cc1	4	-1	-3	.	0	-3	i	2.2	1	2.8
Cc1cc2nnc(SCC(=O)NCC3CCCO3)n2c2ccccc12 (centres undefined)	12	0	3	-9&-18	28	6	-0.4	.	11	3.1
CC(=O)OC1CC(c2cc(C(C)(C)C)c(O)c(C(C)(C)C)c2)=NO1 (centres undefined)	2	1	4	-17	1	3	-0.2	.	-3	-1.7
CCOC(=O)N1CCN(c2cc(=O)n(-c3cccc(Br)c3)c(=O)[nH]2)CC1	2	-2	-3	1	11	-2	-0.2	-1.5	-6	1.1
CC(C)OP(=O)(OC(C)C)C(O)c1cccc([N+](=O)[O-])c1 (centres undefined)	0	-3	-2	2	17	1	-0.5	.	4	0.7
C[C@@H](NC(=O)[C@@H]1Cc2ccccc2CN1C(=O)OC(C)(C)C)C(=O)NCC1CCCO1 (some centres undefined)	2	4	-2	-16	6	0	-0.3	-0.4	8	-1.5
Cc1cc(=O)n2nc(N3CCC(C(=O)NCc4ccc(F)cc4)CC3)sc2n1	2	-4	1	-13	19	-2	-12	-2.1	2	-1.1
Cc1cc(Nc2cccc(F)c2)n2nc(C)nc2n1	10	0	1	0	1	1	-0.3	8.8	7	2.8
COc1ccc(-c2cc(C(=O)O)sc2C)cc1	7	1	2	-13	3	2	5.2	.	7	-0.2
COc1ccc(N2CCN(C(=O)COC(=O)CNC(=O)c3ccc(Cl)cc3Cl)CC2)cc1	2	17	.	10	.	-1	-2.1	.	10	1.7
COc1cccc(N2C(=NC(=O)C3CCCO3)SC3CS(=O)(=O)CC32)c1 (centres undefined)	-24	-4	3	2	-1	-2	-0.2	-1.2	3	1.9
COc1ccc(-c2c(C3=CCCCC3)oc3ccc(-c4ccc5c(c4)OCO5)cc23)cn1	-9	2	.	2	.	2	i	-4.0	2	-3.5

6 compounds from above, ordered by formula weight, descending.
SMILES	MazEF act	GDH-TPI inh	SARS 3CLpro inh	SSB-PriA inh	VHR inh abs	Mtb FBA inh	BH1578 lux ind	Mtb BioA inh	Rv3671c protease	Mtb UGM inh
C[C@@H](NC(=O)[C@@H]1Cc2ccccc2CN1C(=O)OC(C)(C)C)C(=O)NCC1CCCO1 (some centres undefined)	2	4	-2	-16	6	0	-0.3	-0.4	8	-1.5
COc1ccc(-c2c(C3=CCCCC3)oc3ccc(-c4ccc5c(c4)OCO5)cc23)cn1	-9	2	.	2	.	2	i	-4.0	2	-3.5
C/C(=N\NC(=O)c1cccc(S(=O)(=O)N2CCOCC2)c1)c1ccc(C#N)cc1	4	-1	-3	.	0	-3	i	2.2	1	2.8
CC(=O)OC1CC(c2cc(C(C)(C)C)c(O)c(C(C)(C)C)c2)=NO1 (centres undefined)	2	1	4	-17	1	3	-0.2	.	-3	-1.7
CC(C)OP(=O)(OC(C)C)C(O)c1cccc([N+](=O)[O-])c1 (centres undefined)	0	-3	-2	2	17	1	-0.5	.	4	0.7
Cc1cc(Nc2cccc(F)c2)n2nc(C)nc2n1	10	0	1	0	1	1	-0.3	8.8	7	2.8

(continued)
SMILES	MazEF act	GDH-TPI inh	SARS 3CLpro inh	SSB-PriA inh	VHR inh abs	Mtb FBA inh	BH1578 lux ind	Mtb BioA inh	Rv3671c protease	Mtb UGM inh
COC(=O)c1ccc2c(=O)n(C3CCCCC3)c(SCC#N)nc2c1	-6	-3	1	-4	-1	-2	-2.9	-2.6	1	-0.1
COC(=O)c1ccc(N2CCN(C)CC2)c(NC(=O)c2ccc(-c3ccc(Cl)cc3)o2)c1	4	-10	6	3	-11	0	1.4	-1.0	-8	0.8
O=S(=O)(Nc1ccc(N2CCOCC2)cc1)c1ccc(Cl)s1	-6	1	5	8	-10	-7	-1.6	1.4	-9	-1.5
CN(C)S(=O)(=O)c1ccc(C(=O)NCC(=O)N/N=C/c2ccccc2)cc1	6	-2	-2	.	14	0	-8.3	-0.3	-1	2.1
CCn1c(Cn2nnc(-c3ccccc3)n2)nnc1SCC(=O)Nc1cccc(C)c1C	-8	9	-3	-1	10	0	-4.0	5.0	-7	3.7
Cc1ccc(C(=O)OCC(=O)N2CC(=O)Nc3ccccc32)s1	5	2	-1	-15	25	-1	-0.6	-0.5	2	0.4
CCCn1c(SC(C)C(=O)NC2CC2)nnc1-c1ccncc1 (centres undefined)	-1	8	.	-12	.	3	1.3	7.9	6	-1.4
Cc1ccc(S(=O)(=O)CCC(=O)N(C)C2CCCCC2)cc1	-1	2	3	-11	37	1	-0.7	-1.2	-4	-1.0
Cn1cccc1C(=O)OCC(=O)Nc1sccc1C#N	3	5	.	-20	.	0	i	.	-10	1.5
O=C(O)c1ccc(N/N=C/C2=Cc3ccccc3OC2)cc1	1	21	4	i	4	1	i	0.1	3	-1.5
Cn1c(SCC#N)nc2ccccc2c1=O	2	8	-2	-4	-3	0	-0.4	.	-4	2.3
Cc1ccc(Cn2c(C)nc3ccc([N+](=O)[O-])cc3c2=O)cc1	9	6	3	-13	20	-2	-0.3	0.6	2	-0.3
Fc1ccc(CSc2nc3ccccc3[nH]2)cc1	-4	3	2	-15	29	-2	i	1.7	3	4.1
COc1ccc(-c2c(C#N)c(SCC(=O)c3cc4ccccc4oc3=O)nc(C)c2C(=O)Nc2ccccc2)cc1	11	23	4	-3	19	0	-0.9	-1.0	-11	0.9
Cc1ccc(C(=O)ON=C2CCN(S(=O)(=O)c3ccccc3)CC2)cc1	5	-8	5	0	9	-2	i	1.1	1	2.3
CCOC(=O)[C@H]1[C@H]2COc3ccc(Cl)cc3[C@@H]2N2C(=O)c3ccc(F)cc3NC(=O)[C@@]12C	8	-3	.	10	.	2	i	0.2	-11	-0.8
CC1CCCC(NC(=O)NC(=O)COC(=O)c2ccc(O)cc2O)C1C (centres undefined)	6	4	.	-18	.	-1	-0.3	1.2	-15	.
CCCCNC(=O)CN(CCc1ccccc1)S(C)(=O)=O	-4	12	6	4	-23	1	-0.2	-0.6	-1	0.8
CCCN(CCC)CCCNC(=O)c1ccc2c(c1)N(CC)C(=O)c1ccccc1S2=O (centres undefined)	3	13	-2	-7	20	2	-0.4	0.0	1	2.9
COCCn1c(=S)[nH]c2cc(C(=O)NC3CCCCCC3)ccc2c1=O	-5	5	.	.	.	-1	i	-0.3	.	.
Cn1cc(Br)c(C(=O)N2CCCCCC2)n1	0	7	0	-1	13	-1	i	-2.2	.	.
COc1cccc(CNS(=O)(=O)c2ccc3c(c2)N(C(C)=O)CCO3)c1	6	0	0	-2	7	-4	i	.	-14	0.8
O=C(CN1CCN(Cc2ccccc2)CC1)Nc1ccc(Br)cc1	3	7	1	-8	16	3	2.7	3.4	-10	-2.4
COC(=O)C(NC(C)=O)(Nc1sc2c(c1C(N)=O)CCCC2)C(F)(F)F (centres undefined)	-7	11	-3	1	18	4	-0.5	0.1	9	-0.5
CCC(C)[C@@H](C(=O)Nc1ccc2c(c1)OCO2)N1Cc2ccccc2C1=O (some centres undefined)	7	13	4	-17	25	8	-0.4	1.4	2	0.8
CCOC(=O)C1(CCOc2ccccc2)CCN(C2Cc3ccccc3C2)CC1	1	2	6	-11	18	2	-0.2	.	3	-0.5
CN(C)c1ccc2c(c1)C(=NO)c1ccccc1-2	8	17	.	53*	.	3	i	.	.	.
COCC(=O)N1CCC(Oc2ccc(C(=O)N3C[C@H]4CC[C@H]3C4)cc2)CC1	-2	4	3	4	32	-3	-0.5	-2.8	-5	0.2
OC1(c2ccc(F)cc2)CCN(Cc2nnnn2Cc2cccs2)CC1	4	6	-1	-5	12	5	i	2.2	11	2.2
COc1ccc(N(C)C(=O)C2CCN(S(=O)(=O)c3cccc4nonc34)CC2)c(OC)c1	6	2	0	-3	20	-1	-0.3	1.8	-2	-1.1
COCCNC(=O)c1cc(S(=O)(=O)N2CCCCC2)ccc1N1CCOCC1	-2	7	.	-2	.	3	i	-2.5	9	0.8
CCCCNC(=S)N(CCN(CC)CC)Cc1cc2cc3c(cc2[nH]c1=O)OCO3	-8	33*	-6	-13	5	32*	-0.4	-2.8	-6	-0.9
Nc1ccc(C(=O)NC2CCSc3ccccc32)cc1[N+](=O)[O-] (centres undefined)	1	-1	-1	5	10	-5	0.3	3.5	-10	-0.1
CCn1c(=NC(=O)CS(=O)(=O)c2ccc(F)cc2)sc2cccc(OC)c21	-15	13	.	7	.	0	i	6.4	-6	1.2
CCCCN(Cc1cc2cc(OC)ccc2[nH]c1=O)C(=O)c1ccco1	4	7	4	2	-4	10	-0.4	0.1	2	2.5
CC(=O)NCCn1c(SCC(=O)NCCC(C)C)nc2ccccc2c1=O	-1	10	-2	-10	29	0	i	-2.0	-1	1.1
Cc1ccc(C)c(CSc2nnc(-c3ccccn3)n2N)c1	-9	-1	-2	1	22	0	-0.3	0.4	1	1.2
CN(Cc1nccn1C)C(=O)c1ccc2nc(Cc3ccccc3F)oc2c1	9	1	2	8	10	2	i	1.9	3	-1.5
CC1CC(Nc2ccccc2)c2ccccc2N1C(=O)c1cccnc1 (centres undefined)	-1	5	1	-7	-1	-1	1.8	-0.2	-12	0.0
Cc1ccc(-c2nc(CS(=O)CC(=O)N3CCN(c4ccc(F)cc4)CC3)c(C)o2)cc1 (centres undefined)	-5	-9	-2	4	27	4	-1.0	-4.0	2	1.2
CC(C)Oc1ncnc2c1[nH]c1ccccc12	0	-7	0	-12	12	33*	i	1.8	2	-3.2
NC(N)=Nc1cc2ccccc2c2ccccc12	.	.	-4	.	23	.	.	.	0	1.3
COc1ccc(Sc2nc(-c3ccccn3)ncc2OC)cc1	14	1	3	-4	20	-2	1.5	.	-8	1.7
Cc1cccc(C)c1N1CCN(S(=O)(=O)N2CCOCC2)CC1	-11	4	3	0	19	2	-0.2	-4.2	-1	2.5
O=C(NCC1CC1)c1ccc2sc([C@@H]3O[C@H](CO)[C@H](O)[C@H](O)[C@H]3O)nc2c1	.	8	.	.	.	-1	i	-0.8	.	.
Cc1cc(C(=O)NCC(c2cccs2)N2CCOCC2)ccc1[N+](=O)[O-] (centres undefined)	3	11	-3	-11	20	-1	i	2.1	-11	3.4
Cn1c(SCC(=O)Nc2cccc(S(=O)(=O)NC3=NCCCCC3)c2)nnc1-c1ccccc1	3	-1	3	6	6	4	.	.	9	-1.1
N#C/C(=N\Nc1ccc(Br)cc1)C(=N)N1CCOCC1	4	6	0	.	11	-8	-0.5	3.3	1	0.8
O=C(CCC(=O)c1ccccc1)Nc1ccccc1	5	10	.	-12	.	-3	i	-0.4	-3	0.4
O=C(O)c1ccccc1N(Cc1ccccc1)C(=O)CO/N=C/c1ccccc1	-11	4	7	.	-1	2	-0.2	.	4	0.7
CCOC1CCCCC1NS(=O)(=O)c1ccc(Cl)cc1 (centres undefined)	-2	11	-9	-10	8	2	-7.1	0.9	-2	-2.2
O=C(O)c1ccc(CSc2nnc(SCc3ccccc3)s2)cc1	1	-6	12	-6	24	-1	0.6	1.0	1	-1.5
O=C(Nc1nnc(C2=COCCO2)o1)c1ccc([N+](=O)[O-])cc1	-2	11	-4	-6	19	2	-1.1	-1.9	-1	0.8
COc1ccc(C(=O)N2CCC(C)(C(=O)O)C2)c(OC)c1 (centres undefined)	.	7	.	.	.	1	-0.4	0.3	.	.
Cc1cccc(NC(=O)Cn2c(=O)oc3cc(S(=O)(=O)N4CCCC4)ccc32)n1	7	15	-1	2	17	0	-0.2	3.3	-6	5.9
COc1cccc(-n2c(SCC(=O)NCCC3=CCCCC3)nc3n[nH]c(C)c3c2=N)c1	2	.	-2	9	39	.	.	.	-8	-0.8
O=C(CNC(=O)c1ccc(Br)cc1)NCC(=O)OCc1ccc(Cl)cc1	-4	4	5	-11	15	2	i	-1.9	-1	-1.4
O=c1[nH]cc(NCCc2ccccc2)c(=O)[nH]1	0	-8	0	-3	22	0	i	1.6	-1	1.8
CCOC(=O)C1(CCOc2ccccc2)CCN(CC2CC2)CC1	3	-2	-1	-11	25	2	-1.5	1.7	2	-0.2
